Scp-1 inhibitor: inhibitors of human Scp-1 phosphatase | Recombinant Scp1, phosphopeptide, malachite green phosphate absorbance | AID 493091 | Q9GZU7 | 0.88% of 340,000 active | inhibition, % at 20 µM;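 active = inhibition above about 50% at 20 µM, limit read from the data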;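 also: plate controls were DMSO wells with enzyme for no effect and wells lacking enzyme for full effect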
Target sequence (Q9GZU7 76-261 limits assumed): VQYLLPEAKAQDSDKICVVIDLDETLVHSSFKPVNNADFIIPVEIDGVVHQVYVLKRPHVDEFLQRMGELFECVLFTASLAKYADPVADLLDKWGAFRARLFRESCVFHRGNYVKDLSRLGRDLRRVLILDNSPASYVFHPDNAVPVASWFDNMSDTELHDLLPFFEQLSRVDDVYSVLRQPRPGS
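Times: enzyme reaction 45 min at room temperature, colour 5 min, stabilisation 30 min. Material: SCP-1 catalytic fragment, aa 76-261. Medium: Acidic Tris acetate buffer with magnesium and detergent. Signal: colorimetric free-phosphate detection, absorbance 630 nm. Read-out basis: % inhibition of SCP-1 phosphate liberation. Reagent: Phosphorylated 17-residue peptide substrate.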
Neddylation inh: blocks human cullin neddylation; P61081+Q13564; TR-FRET cullin neddylation, biochemical; calls only at 25 µM; 0.58% of 360,000 active; in the data active = inhibition above about 36%
NRP1-CendR mod: alters CendR peptide binding to human NRP-1; O14786; FAM-RPARPAR peptide binding to NRP-1, fluorescence polarization; inhibition, % at 25 µM; 0.85% of 360,000 active;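 active = inhibition or corrected inhibition above about 18%, plus a signal ratio from 0.5 to 1.5, limit read from the data, passing the limit was not always enough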; also: strong numbers were not always called active
NadD block: NadD (S. aureus) enzyme inhibition; AID 602399; inhibition, % at 20 µM; purified NadD enzyme, colorimetric absorbance read-out; 0.78% of 360,000 active; in the data active = inhibition above about 26%; also: some compounds past the cut are filed as inactive
LMPTP block: blocks human LMPTP phosphatase | inhibition, % at 20 µM | recombinant LMPTP-A, OMFP fluorogenic substrate, fluorescence intensity | 0.22% of 360,000 active;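 active = compounds that cut the enzyme signal by at least half of the control window in the single-dose screen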;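 also: plate controls were DMSO wells with enzyme plus substrate for no effect and substrate without enzyme for full effect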
Target sequence (P24666 whole entry, looked up): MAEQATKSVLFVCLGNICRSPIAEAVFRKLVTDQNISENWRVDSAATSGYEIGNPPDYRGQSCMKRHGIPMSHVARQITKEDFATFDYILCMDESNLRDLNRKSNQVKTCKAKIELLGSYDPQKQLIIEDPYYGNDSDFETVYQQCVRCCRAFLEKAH
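material = LMPTP-A | quantity = 0.625 nM enzyme | reagent = OMFP substrate, 400 µM final | buffer or medium = Bis-Tris pH 6.0, DTT, detergent | detection = endpoint fluorescence intensity from OMFP dephosphorylation | dosing = single 20 µM dose | read-out basis = % inhibition relative to no-enzyme and uninhibited control wells | control set = no-enzyme and uninhibited controls | timing = 50 min at room temperature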
TbMetRS inhib: Trypanosoma brucei MetRS inhibition. purified T. brucei MetRS, ATP depletion, Kinase-Glo luminescence. inhibition, % at 11.9 µM. 0.4% of 360,000 active. AID 624268;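 active = inhibition above a per-plate cutoff of the control wells' mean inhibition plus 3 SD, cut at about 5.5% in these data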;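 also: 0% = DMSO wells median and 100% = median of wells with control inhibitor compound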
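technique = Kinase-Glo luminescence, ATP depletion format | system = purified MetRS (methionyl-tRNA synthetase) enzyme from Trypanosoma brucei | timing = 15 min preincubation, 2 h reaction, all 25 °C | evaluation = percent inhibition versus plate control medians | dosing = single dose, 11.9 µM final nominal, 0.9% final DMSO | also added = substrates ATP, L-methionine and bulk Escherichia coli tRNA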
DNMT1 block: inhibitors of human DNMT1; inhibition (reported as % activation of signal), % at 10 µM; DNMT1 molecular beacon, Hinp1I cleavage, fluorescence; 0.83% of 360,000 active; AID 588458; P26358; in the data active = inhibition above about 50%
STEP block: STEP (human) phosphatase inhibition; P54829; recombinant STEP, OMFP fluorogenic substrate, fluorescence; inhibition, % at 20 µM; 0.25% of 360,000 active; AID 588621;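 active = inhibition at 20 µM, scaled per plate between control wells, above about 37%, limit read from the data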;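 also: 0% = DMSO with enzyme and substrate and 100% = substrate only without enzyme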
Target sequence (P54829 whole entry, looked up): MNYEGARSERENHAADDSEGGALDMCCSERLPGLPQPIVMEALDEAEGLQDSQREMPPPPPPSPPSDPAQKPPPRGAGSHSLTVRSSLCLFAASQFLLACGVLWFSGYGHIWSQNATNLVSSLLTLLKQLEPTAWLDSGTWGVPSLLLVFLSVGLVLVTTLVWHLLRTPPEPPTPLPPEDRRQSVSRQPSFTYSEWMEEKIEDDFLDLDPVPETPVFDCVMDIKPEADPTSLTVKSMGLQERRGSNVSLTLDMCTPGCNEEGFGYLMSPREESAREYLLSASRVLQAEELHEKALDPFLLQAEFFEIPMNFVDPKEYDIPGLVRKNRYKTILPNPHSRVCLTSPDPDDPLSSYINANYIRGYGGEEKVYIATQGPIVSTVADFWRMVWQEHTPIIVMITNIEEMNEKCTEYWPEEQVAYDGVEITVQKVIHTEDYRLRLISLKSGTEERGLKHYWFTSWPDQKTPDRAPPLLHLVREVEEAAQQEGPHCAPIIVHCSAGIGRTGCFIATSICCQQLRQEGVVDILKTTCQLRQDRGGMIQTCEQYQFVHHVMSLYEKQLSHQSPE
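Assay system: isolated STEP enzyme. Buffer or medium: pH 6.0 Bis-Tris with DTT and Tween 20. Also added: fluorogenic phosphatase substrate OMFP at 25 µM final. Dosing: 20 µM, 1% DMSO. Timing: 20 min reaction, room temperature, in the dark. Measured by: fluorescence intensity, excitation 480 nm, emission 540 nm. Evaluation: normalized % inhibition.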
SKN-1 block: blocks SKN-1 activity in C. elegans. inhibition, % at 21.8 µM. 0.49% of 360,000 active. AID 624304. C. elegans VP596 Pgst-4::GFP/RFP ratio, acrylamide-induced, 24 h;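 active = interference check ratio from 0.5 to 1.5 plus GFP to RFP signal ratio inhibition reaching or exceeding a fixed threshold, cut at about 30% in these data, passing the limit was not always enough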; also: some compounds called inactive have numbers as strong as hits
SUMO1 PPI mod: modulators of human SUMO1-mediated protein-protein interactions | inhibition, % at 20 µM | 0.33% of 360,000 active | P63165 | SUMO1 binding to a labelled peptide, TR-FRET, 1 h | AID 602429; in the data active = inhibition above about 37%
Target sequence (P63165 whole entry, looked up): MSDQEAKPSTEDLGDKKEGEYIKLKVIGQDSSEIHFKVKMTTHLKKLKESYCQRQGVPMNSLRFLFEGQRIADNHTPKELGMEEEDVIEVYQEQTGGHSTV
* marks the source's active call; other numbers are inactive results; i = inactive; . = no result given; & = joins results of further samples; ! = a repeat was not active.

SMILES	Scp-1 inhibitor	Neddylation inh	NRP1-CendR mod	NadD block	LMPTP block	TbMetRS inhib	DNMT1 block	STEP block	SKN-1 block	SUMO1 PPI mod
COc1ccc(NC2CCCN(C(=O)c3cccnc3)C2)cc1 (centres undefined)	-7	i	3	-1	0.8	-0.3	-3	2	-12	3
CCOC(=O)C1CCCN(S(=O)(=O)c2cc(C(=O)OC)n(C)c2)C1 (centres undefined)	-10	i	14	-6	-0.4	-0.7	1	-4	21	6
C[C@H]1CN([C@@H](C)CO)C(=O)c2cc(Br)cnc2O[C@@H]1CN(C)C(=O)C1CCC1	.	i	3	-6	-3.4	-0.2	-2	1	-12	-2
COc1cc(NC(=O)c2ccnc(N)c2)cc(C(=O)Nc2cccc(C(F)(F)F)c2)c1	0	i	7	3	0.8	-0.1	-11	5	11	7
Cc1ccccc1CSCCNC(=O)CN(c1ccc2c(c1)OCO2)S(C)(=O)=O	-7	i	-14	-6	0.4	-0.7	0	-3	8	-2
CCCC(O)(CCN(C)C)c1ccc(OC)cc1 (centres undefined)	-9	i	1	-5	-0.7	-1.2	4	-7	-2	-4
COc1cccc2cc3c(=O)n(-c4ccccc4)nc-3oc12	-2	i	-16	3	5.3	0.1	-4	5	12	-7
Cc1nc2nc(-c3ccccc3)[nH]n2c(=O)c1Cc1ccccc1	4	i	-15	1	1.8	0.2	2	8	-2	8
CC(=O)Nc1ccc(S(=O)(=O)N2CCC(NC(=O)c3ccccc3)CC2)cc1	-12	i	7	-7	-2.0	-0.1	0	0	1	-2
Cc1cc(C(=O)CSc2nnnn2-c2ccc(O)cc2)c(C)n1C	-9	i	17	-6	0.0	-0.3	-2	2	10	0

Single records (already shown). Values in the order: Scp-1 inhibitor, Neddylation inh, NRP1-CendR mod, NadD block, LMPTP block, TbMetRS inhib, DNMT1 block, STEP block, SKN-1 block, SUMO1 PPI mod
`CC(=O)Nc1ccc(S(=O)(=O)N2CCC(NC(=O)c3ccccc3)CC2)cc1` across the screens: -12, i, 7, -7, -2.0, -0.1, 0, 0, 1, -2
`CCOC(=O)C1CCCN(S(=O)(=O)c2cc(C(=O)OC)n(C)c2)C1` (centres undefined) across the screens: -10, i, 14, -6, -0.4, -0.7, 1, -4, 21, 6

The list goes on.
SMILES	Scp-1 inhibitor	Neddylation inh	NRP1-CendR mod	NadD block	LMPTP block	TbMetRS inhib	DNMT1 block	STEP block	SKN-1 block	SUMO1 PPI mod
O=C(NC(Cc1ccccc1)C(=O)O)/C(=C/c1ccccc1)NC(=O)c1cccc(Br)c1 (centres undefined)	10	i	1	2	-1.5	-0.8	1	-2	1	2
CCc1ccc(N2CC(C(=O)Nc3ccccc3N3CCCC3)CC2=O)cc1 (centres undefined)	.	i	5	1	-0.4	-0.2	3	1	21	-2
Cc1sc2ncnc(N3CCOCC3)c2c1C	-6	i	-12	4	-1.2	0.1	0	-2	8	0
COc1ccc(C(C)=O)cc1CC(=O)Nc1cccc(S(=O)(=O)N2CCOCC2)c1	10	i	-1	3	0.7	0.3	-6	0	-12	1
Cc1ccc(NC(=O)c2ccc3c(c2)OCCO3)cc1C	-9	i	1	-1	1.6	-0.6	1	-2	3	-3
C=CCN1C(=O)c2ccc(C(=O)N(C)CC(=O)Nc3ccc(Br)cc3C)cc2C1=O	-7	i	19	-4	0.5	-0.3	-3	2	12	-17
CCOc1ccc(S(=O)(=O)Nc2cccc(C(=O)NCC3CCCO3)c2)cc1 (centres undefined)	-7	i	-6	-2	-0.5	-0.5	0	0	2	3
O=c1c2ccccc2c(C=NCCO)c(O)n1-c1ccccc1	0	i	-4	-3	-0.5	-0.2	-3	-2	16	-9
CN(CC(=O)Nc1cccc(F)c1)CC(=O)Nc1cccc2ccccc12	2	i	6	-1	0.3	-0.2	-4	0	10	-4
COc1ccc(C2(C(=O)NC(C)C)CCCC2)cc1OC	-4	i	-13	-4	-1.1	0.0	1	5	-1	-2
Cc1ccc(S(=O)(=O)NCCC(=O)N2CC(C)OC(C)C2)cc1 (centres undefined)	-1	i	-2	0	0.7	-0.2	2	-1	2	2
NC(=S)N/N=C/c1ccccc1OCCSc1ccc(Cl)cc1	3	i	5	4	4.2	0.4	-12	0	-1	-1
Cc1ccc(-c2ccnc3c(Cl)c(C)nn23)cc1	-6	i	7	-10	0.7	-0.1	-1	2	17	-24
COc1ccc(N2C(=O)C(F)(F)C2c2ccc(C)cc2)cc1OC (centres undefined)	-7	i	-16	-14	0.8	-0.3	-2	-1	5	2
O=C(N/N=C/c1cccs1)C1COc2ccccc2O1 (centres undefined)	3	i	6	6	-2.0	-0.6	1	-1	9	-13
O=C(NN1CCOCC1)c1ccc(F)cc1	-8	i	13	-6	0.6	-0.1	2	-1	13	6
COc1cc(C(=O)N(Cc2ccc(F)cc2)C2CCS(=O)(=O)C2)cc(OC)c1OC (centres undefined)	-6	i	2	-2	-0.6	-1.2	10	-2	0	1
CCOC(=O)CCCCCC(=O)Nc1ccc2c(c1)CC(=O)N([C@H](C)CO)C[C@H](C)[C@H](CN(C)S(=O)(=O)c1ccc(OC)cc1)O2	-10	i	14	-4	-0.4	-0.2	-10	-1	12	4
O=C(COC(=O)C1=COCCO1)Nc1cccc(S(=O)(=O)N2CCOCC2)c1	-10	i	5	-8	-0.7	-0.2	1	-3	14	-2
O=C(NCc1cccc(CNC(=O)Nc2cccc(O)c2)c1)Nc1cccc(O)c1	-1	i	-1	-2	0.2	8.0*	-11	-1	0	6

Arranged by the number under Scp-1 inhibitor (smallest number first): three of the compounds above
molecule	Scp-1 inhibitor	Neddylation inh	NRP1-CendR mod	NadD block	LMPTP block	TbMetRS inhib	DNMT1 block	SKN-1 block	SUMO1 PPI mod
CCOC(=O)CCCCCC(=O)Nc1ccc2c(c1)CC(=O)N([C@H](C)CO)C[C@H](C)[C@H](CN(C)S(=O)(=O)c1ccc(OC)cc1)O2	-10	i	14	-4	-0.4	-0.2	-10	12	4
COc1ccc(N2C(=O)C(F)(F)C2c2ccc(C)cc2)cc1OC (centres undefined)	-7	i	-16	-14	0.8	-0.3	-2	5	2
COc1cc(C(=O)N(Cc2ccc(F)cc2)C2CCS(=O)(=O)C2)cc(OC)c1OC (centres undefined)	-6	i	2	-2	-0.6	-1.2	10	0	1

Back to the main list, starting three compounds before the break.
SMILES	Scp-1 inhibitor	Neddylation inh	NRP1-CendR mod	NadD block	LMPTP block	TbMetRS inhib	DNMT1 block	STEP block	SKN-1 block	SUMO1 PPI mod
CCOC(=O)CCCCCC(=O)Nc1ccc2c(c1)CC(=O)N([C@H](C)CO)C[C@H](C)[C@H](CN(C)S(=O)(=O)c1ccc(OC)cc1)O2	-10	i	14	-4	-0.4	-0.2	-10	-1	12	4
O=C(COC(=O)C1=COCCO1)Nc1cccc(S(=O)(=O)N2CCOCC2)c1	-10	i	5	-8	-0.7	-0.2	1	-3	14	-2
O=C(NCc1cccc(CNC(=O)Nc2cccc(O)c2)c1)Nc1cccc(O)c1	-1	i	-1	-2	0.2	8.0*	-11	-1	0	6
O=C1NC(=O)C(c2ccccc2)(c2ccccc2)N1	85*!	i	-6&-18	-2&-24	-0.9&-1.0	-1.6&-0.4	1&1	-3&0	5&7	5&-2
Cc1ccc(-n2nc3c(c2NC(=O)c2ccc4c(c2)OCO4)CS(=O)(=O)C3)cc1C	-8	i	12	4	-1.8	-0.7	2	-1	-1	-1
COc1ccccc1CN1CC(C(=O)NCC2CCCO2)CC1=O (centres undefined)	10	i	7	0	-0.9	0.1	2	0	-7	7
Cc1ccc(OCCSc2ncnc3nc[nH]c23)cc1	-10	i	24	2	-3.2	0.5	-12	0	-4	-1
COc1ccccc1CNS(=O)(=O)c1cc2c3c(c1)CCN3C(=O)CC2	-4	i	-6	-1	0.1	-0.5	2	1	-2	2
N#Cc1ccc(C(=O)OCC(=O)Nc2cccc(S(=O)(=O)N3CCCCC3)c2)cc1	-1	i	9	-2	1.3	-0.4	-2	0	-8	-1
CCn1cc(C(=O)NCC2CCCO2)c(=O)c2cc(S(=O)(=O)N(C)C)ccc21 (centres undefined)	0	i	3	-5	-1.9	1.1	2	-3	-7	1
COCc1cc(C)nc(OCC(=O)N/N=C/c2ccc(O)cc2)c1C#N	3	i	9	0	-1.0	0.0	1	-4	13	-1
COc1ccc(C(=O)N2CCC(n3nccc3NC(=O)C3CC3)CC2)cc1F	-5	i	7	-2	-0.3	0.4	5	-4	25	-1
CC1(C)CC2(OC2c2ccccc2[N+](=O)[O-])C(=O)c2ccccc21 (centres undefined)	.	i	-13	-8	0.7	-0.1	2	4	17	-14
Cc1c(Cl)c([N+](=O)[O-])nn1CCCC(=O)Nc1cccc(Cl)c1Cl	-10	i	-1	-6	0.2	0.1	-3	-3	16	-12
CCOc1ccc(OCCCCn2ccnc2)cc1	-10	i	-3	-9	-2.7	-0.2	5	-2	-7	3
COc1ccc(C(=O)CSc2nnc(-c3ccc(C)cc3)o2)cc1	-3	i	-8	-9	-0.3	-0.7	28	2	-3	4
Cc1cc(C(=O)CSc2nncs2)c(C)n1-c1c(C)n(C)n(-c2ccccc2)c1=O	-10	i	-16	5	2.1	-0.2	-1	-1	7	0
Cc1cccc(Cc2ccc(Cl)nn2)c1	-7	i	8	-5	-0.6	-0.3	4	0	2	-2
N#CCCN(Cc1ccccc1)C(=O)c1nccnc1C(=O)O	2	i	5	1	-0.2	-0.1	1	2	7	-1
COc1ccc(CCNC(=O)Cn2ccc3cc(S(=O)(=O)N4CCCC4)ccc32)cc1OC	-5	i	-9	0	0.5	0.4	0	2	-3	5
C=CCNc1nc(-c2ccc(O)c(C(N)=O)c2)cs1	-12	i	5	1	-1.4	0.1	-14	-1	5	-2
CN1CCN(C(=O)c2ccc(-c3cnc4cccnn34)cc2)CC1	.	.	8	10	-0.6	-0.1	2	2	-3	-30
COc1ccccc1C(=O)N(Cc1ccccc1)c1ccc(C)cc1	-7	i	4	-3	0.2	-0.4	-1	-2	5	4
Cc1ccc2[nH]c(=O)c(CN(CCCN3CCOCC3)C(=O)Nc3cccc(Cl)c3)cc2c1	3	i	6	7	0.0	-0.1	-8	-11	-6	3
CCOc1ccc(CN(C)C(=O)CN2C(=O)NC3(CCCc4ccccc43)C2=O)cc1 (centres undefined)	-10	i	2	10	-0.9	0.0	1	2	33	0
Cc1ccc(C)n1CCN1CCN(S(=O)(=O)c2ccc(F)cc2F)CC1	-6	i	3	-5	-2.4	-0.2	2	1	0	2
COc1ccc(NS(=O)(=O)c2cc(C)ccc2C)cc1	-10	i	5	-6	-1.0	-0.1	-7	-6	-3	1

Assay outcomes from PubChem BioAssay.
